Source: PubChem BioAssay
GalR3 antagonist = blocks the human galanin receptor 3; hit rate 0.44% among 360,000; HEK293 GalR3-CNG cAMP membrane potential fluorescence; galR3 body fused to GalR1 C-terminus; inhibition, % at 3 µM; AID 651719; O60755;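 active = inhibition above the screen-wide average plus 3 SD, cut at about 13% in these data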;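 also: forskolin and galanin both at EC90 stimulate the cells; cAMP rise reported by CNG channel membrane potential dye signal; 0% = forskolin plus galanin with DMSO and 100% = forskolin alone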
Target sequence (O60755 1-299 limits assumed): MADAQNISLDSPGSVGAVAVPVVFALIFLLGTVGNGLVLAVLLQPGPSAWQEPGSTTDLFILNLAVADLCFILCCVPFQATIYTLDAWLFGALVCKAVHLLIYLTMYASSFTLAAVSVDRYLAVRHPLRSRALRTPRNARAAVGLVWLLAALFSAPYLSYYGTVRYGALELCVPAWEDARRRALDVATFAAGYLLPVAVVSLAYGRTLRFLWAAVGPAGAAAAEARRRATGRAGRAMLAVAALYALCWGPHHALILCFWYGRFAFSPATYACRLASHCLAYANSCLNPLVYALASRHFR
V1R ag counter = activates human V1a receptor in oxytocin agonist counter-screen | AID 2797 | activation, % at 3 µM | hit rate 0.25% among 320,000 | CHO-V1R cells, Fluo-8 calcium fluorescence, agonist mode; 0% DMSO, 100% 3 nM vasopressin;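 active = activation above the mean activation of all tested compounds plus 3 SD, per screening run, cut at about 20% in these data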;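 also: signal is peak over basal fluorescence ratio across a 100 second FLIPR read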
Target sequence (P37288 whole entry, looked up): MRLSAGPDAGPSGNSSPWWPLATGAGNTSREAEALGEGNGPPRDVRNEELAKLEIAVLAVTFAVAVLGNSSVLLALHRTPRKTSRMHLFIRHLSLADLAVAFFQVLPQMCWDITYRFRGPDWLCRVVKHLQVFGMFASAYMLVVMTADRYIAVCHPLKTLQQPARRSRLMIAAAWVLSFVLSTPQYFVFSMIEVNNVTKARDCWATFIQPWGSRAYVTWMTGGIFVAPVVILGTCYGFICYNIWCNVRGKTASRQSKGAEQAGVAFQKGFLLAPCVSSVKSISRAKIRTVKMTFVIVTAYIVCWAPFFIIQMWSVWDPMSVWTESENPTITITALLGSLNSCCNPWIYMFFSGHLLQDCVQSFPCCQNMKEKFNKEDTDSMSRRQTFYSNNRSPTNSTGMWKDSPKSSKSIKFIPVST
OXTR ag = human OXTR agonism | CHO-OTR cells, Fluo-8 calcium fluorescence; normalized: DMSO 0%, oxytocin 100% | activation, % at 3 µM | hit rate 0.32% among 320,000;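 active = activation above the mean of all tested compounds plus 3 SD, cutoff set per screening run, cut at about 20% in these data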;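 also: peak over basal fluorescence ratio from a 100 s FLIPR kinetic read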
Target sequence (P30559 whole entry, looked up): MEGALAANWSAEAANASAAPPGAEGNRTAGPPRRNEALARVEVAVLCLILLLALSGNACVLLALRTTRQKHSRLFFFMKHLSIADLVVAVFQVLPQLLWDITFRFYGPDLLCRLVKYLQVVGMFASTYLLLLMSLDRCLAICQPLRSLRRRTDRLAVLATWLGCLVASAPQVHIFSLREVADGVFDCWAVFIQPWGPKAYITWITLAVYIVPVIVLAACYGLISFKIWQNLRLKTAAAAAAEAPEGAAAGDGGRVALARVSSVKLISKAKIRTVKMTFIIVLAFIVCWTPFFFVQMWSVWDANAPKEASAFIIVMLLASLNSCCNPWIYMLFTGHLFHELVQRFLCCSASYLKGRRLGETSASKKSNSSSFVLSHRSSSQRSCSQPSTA
The depositor's hits bear a star. This is a subset; count on the stated rates, not on these rows.

Fields – GalR3 antagonist | V1R ag counter | OXTR ag
> CCC[C@@H](CN1CCC[C@H]1CN1C(N)=NC[C@H]1C(C)C)N1C[C@@H]([C@H](C)CC)N(CCCC2CCCC2)C1=N
→ -6 | 0.0 | 2.1
> O=C(COC(=O)c1ccc(-n2cnnn2)cc1)Nc1cc(Cl)ccc1F
→ -6 | 5.1 | 4.9
> CCCCN1C(=N)N([C@@H](C)CN2CCC[C@H]2CN2C(N)=NC[C@H]2CC(C)C)C[C@H]1Cc1ccccc1
→ 1 | -0.7 | -1.0
> CCCCN(CC(=O)NC1CC1)S(=O)(=O)c1ccc(OCC)cc1
→ 1 | -0.4 | -1.0
> C[C@H]1CN([C@@H](C)CO)C(=O)c2cccc(NC(=O)Nc3ccc(C(F)(F)F)cc3)c2O[C@@H]1CN(C)Cc1ccc(Cl)c(Cl)c1
→ -4 | 1.0 | 0.6
> COc1ccc(C(=O)NCC2CCCN2S(=O)(=O)c2cccs2)cc1 (stereo not drawn)
→ -4 | -0.1 | 1.5
> CC(OC(=O)c1ccc(Cl)cc1)C(=O)NCc1ccc2c(c1)OCO2 (stereo not drawn)
→ -8 | 0.4 | -1.1
> Cc1cc(C)n(-c2ccc(C(=O)N3CCN(c4ccccn4)CC3)cc2)n1
→ 2 | 1.4 | 0.3
> NS(=O)(=O)c1cccc(NC(=O)COC(=O)c2ccccc2SCC(=O)N2CCCC2)c1
→ -2 | 1.7 | -0.7
> COCC(C)n1c(C)cc(C(=O)COC(=O)c2nn(C)c(=O)c3ccccc23)c1C (stereo not drawn)
→ 0 | 2.5 | 0.6
> CON(C)C(=O)c1ccccc1N(C)C(=O)OC(C)(C)C
→ 0 | 1.3 | 1.1
> O=C1N[C@@H](Cc2ccccc2)COC(=O)[C@H](Cc2ccc(F)cc2)CC/C=C/C[C@H]1CC(=O)N(CCO)Cc1ccccc1
→ -6 | 0.0 | -0.7
> COc1cc(OC)c(C(=O)Nc2cc(Cl)ccc2-n2cncn2)cc1OC
→ -1 | -0.5 | -0.4
> Cc1cccc(C(=O)OCC(=O)NN2C(=O)NC3(CCC(C)CC3)C2=O)c1O (stereo not drawn)
→ -2 | 0.9 | -0.6
> O=C(COC(=O)c1ccc[nH]c1=O)NCCCc1ccccc1
→ 4 | 1.1 | -0.2
> Cc1cnc(NC(=O)C2C(=O)c3ccccc3S(=O)(=O)N2C)s1 (stereo not drawn)
→ -2 | -0.2 | -0.4
> Cc1ccc(NC(=O)c2nc[nH]c2C(=O)NCCCCCNC(=O)OC(C)(C)C)cc1
→ -6 | 0.7 | -0.7
> CCOc1ccc(CCNC(=O)c2cccc(S(=O)(=O)N3CCN(C(C)=O)CC3)c2)cc1OCC
→ 2 | -0.8 | -0.9
> CSc1ncccc1C(=O)OCC(=O)N1CC2(C)CC1CC(C)(C)C2 (stereo not drawn)
→ -2 | -1.0 | -2.2
> COCCN(C(=O)COC(=O)CCSc1ccc(F)cc1)c1c(N)n(Cc2ccccc2)c(=O)[nH]c1=O
→ -4 | -0.7 | -0.8
> Cc1ccccc1COn1nnc2ccc(S(=O)(=O)N3CCOCC3)cc21
→ -1 | -0.1 | -1.4
> CCOC(=O)[C@H]1[C@H]2COc3ccc(Cl)cc3[C@@H]2N2C(=O)c3cc(Br)ccc3NC(=O)[C@@]12C
→ -5 | 0.7 | -1.3
> COc1ccc(OC)c(S(=O)(=O)Nc2cc3c4c(c2)CCN4C(=O)CC3)c1
→ -2 | 0.7 | 0.2
> COc1cc(/C=C/C(=O)O)cc(S(=O)(=O)Nc2ccc3cn[nH]c3c2)c1OC
→ -3 | 0.1 | 0.8
> Cc1cccc(/N=C/c2ccccn2)n1
→ -4 | -1.3 | 0.2
> O=C(COC(=O)c1cc(S(=O)(=O)N2CCCC2)ccc1O)Nc1ccc(SC(F)F)cc1
→ -3 | 17 | 21*
> C/C=C/c1ccc(OCC(=O)N(CCOC)c2c(N)n(CCCC)c(=O)[nH]c2=O)c(OC)c1
→ 6 | -0.8 | -0.7
> COc1ccc(S(=O)(=O)NC(C)C(=O)NCc2cccnc2)cc1C (stereo not drawn)
→ -5 | -0.5 | -0.3
> Cc1cccc(C(=O)NC(C(=O)Nc2cccc(S(=O)(=O)N3CCCC3)c2)C(C)C)c1 (stereo not drawn)
→ -5 | -0.7 | -1.4
> Cc1ccc(S(=O)(=O)NCCC(=O)N2CCN(c3ccccc3)CC2)cc1C
→ -1 | 3.6 | 1.2

Rewritten comma-delimited: part of the list above.
structure,GalR3 antagonist,V1R ag counter,OXTR ag
Cc1ccc(NC(=O)c2nc[nH]c2C(=O)NCCCCCNC(=O)OC(C)(C)C)cc1,-6,0.7,-0.7
CC(OC(=O)c1ccc(Cl)cc1)C(=O)NCc1ccc2c(c1)OCO2 (stereo not drawn),-8,0.4,-1.1

Other compounds
Fields – GalR3 antagonist | V1R ag counter | OXTR ag
> Cc1c(C)c2c(c(C)c1O)CCC(C)(C(=O)O)O2 (stereo not drawn)
→ -3 | -0.1 | 0.3
> Cc1ccc(C2(C)NC(=O)N(CC(=O)N3CCN(C(=O)c4cccs4)CC3)C2=O)cc1 (stereo not drawn)
→ -2 | 0.6 | 0.3
> O=c1oc2ccccc2c(O)c1Sc1ccc(Cl)cc1
→ -5 | 0.2 | -1.5
> Nc1ccc(C2(c3ccc(N)cc3)c3ccccc3C(=O)c3ccccc32)cc1
→ -3 | 1.2 | -0.7
> CC1CCCCC1NC(=O)CCCN1C(=O)c2ccccc2C1=O (stereo not drawn)
→ -7 | 1.4 | 1.1
> COc1ccc(C(C)=O)cc1COC(=O)CNC(=O)C1CCCCC1
→ 2 | 1.0 | 0.1
> CC(C)NC(=O)N(C)C[C@H]1Oc2c(NS(=O)(=O)c3ccccc3)cccc2C(=O)N([C@H](C)CO)C[C@@H]1C
→ -2 | -0.1 | 0.6
> COc1ccc([C@H]2CC(=O)C=C(c3ccc(-c4ccccc4)cc3)C2)cc1OC
→ 3 | 0.3 | 0.3
> O=C(CCN1CCOCC1)c1ccc(N2CCCCC2)cc1
→ -7 | -0.3 | 1.0
> Nc1c(C(=O)CSc2nnnn2-c2ccccc2)c(=O)[nH]c(=O)n1C1CC1
→ -5 | 0.5 | 2.1
> O=C(NCC(=O)N1CC=C(c2ccccc2)CC1)c1ccc(F)cc1
→ -4 | 1.9 | 0.7
> CCC(CC)c1nnc(NC(=O)C2CC(=O)N(CCc3ccc(OC)c(OC)c3)C2)s1 (stereo not drawn)
→ -3 | -0.3 | -0.8
> CC(C#N)OC(=O)c1cccnc1SCC(=O)Nc1ccc2c(c1)OCO2 (stereo not drawn)
→ -6 | 2.1 | 3.1
> COc1cc(OC)cc(-c2c(C#Cc3ccsc3)c3cc(-c4cc(F)cc(F)c4)ccc3n2C)c1
→ -1 | 1.7 | 1.6
> O=C(CCNS(=O)(=O)c1ccc(F)c(Cl)c1)NCc1ccccc1F
→ -1 | 0.3 | 1.7
> Cc1ccccc1OCCC(=O)OCC(=O)Nc1ccc2[nH]c(=O)[nH]c2c1
→ -1 | 0.7 | 0.9
> CCc1cccc(CC)c1-n1c(SCC(=O)N2CCc3ccccc32)nc(O)cc1=O
→ -4 | 0.6 | 1.7
> CC(=O)N1CCN(C(=O)c2ccc(S(=O)(=O)Nc3ccccc3F)cc2)CC1
→ -4 | 0.8 | 0.6
> CN(C(=O)CN(C)S(=O)(=O)c1ccc(F)cc1)c1c(N)n(Cc2ccccc2)c(=O)[nH]c1=O
→ -1 | 0.6 | 0.1
> CC(=O)c1c(OC(=O)c2ccccc2)ccnc1C(F)(F)F
→ -3 | 0.2 | 0.9
> CCOc1ccc(CCNC(=O)c2cccc(S(=O)(=O)N3CC(C)OC(C)C3)c2)cc1OCC (stereo not drawn)
→ -3 | -0.5 | -1.8
> Cc1ccc(NC(=O)COC(=O)Cn2c(C)csc2=O)c([N+](=O)[O-])c1
→ 0 | 0.9 | 1.1
> COc1cccc(NC(=O)COC(=O)C2CC(=O)N(c3ccc(C)cc3)C2)c1 (stereo not drawn)
→ -8 | 0.8 | 0.6
> Cc1c(Cl)cccc1NC(=O)CNC(=O)c1cn(-c2ccccc2)nc1-c1cccnc1
→ -2 | 0.0 | -2.4
> Cc1cc(C(=O)COC(=O)C23CC4CC(CC(O)(C4)C2)C3)c(C)n1C
→ 3 | 1.1 | 1.7
> O=C1C=C(c2cccc(Cl)c2O)C[C@@H](c2ccc(F)cc2)C1
→ -4 | 4.6 | 0.8
> Cc1ccnc2nc(C(=O)OCC(=O)N(Cc3ccccc3)C(C)(C)C)nn12
→ 4 | 0.5 | 1.6
> CCC(=O)Nc1ccc(C(=O)CN2C(=O)NC3(CCOc4ccccc43)C2=O)cc1 (stereo not drawn)
→ -3 | 0.4 | 0.8
> COc1ccc(CN(C)C(=O)C2CSC3(C)CCC(=O)N23)cc1OC (stereo not drawn)
→ -7 | 0.5 | 0.4
> CCCCN(C(=O)C(C)N1C(=O)c2ccccc2C1=O)c1c(N)n(CCCC)c(=O)[nH]c1=O (stereo not drawn)
→ -4 | 0.6 | 0.7

Five entries from above, sorted by length of the SMILES, highest first:
Fields – GalR3 antagonist | V1R ag counter | OXTR ag
> CC(C)NC(=O)N(C)C[C@H]1Oc2c(NS(=O)(=O)c3ccccc3)cccc2C(=O)N([C@H](C)CO)C[C@@H]1C
→ -2 | -0.1 | 0.6
> CCC(=O)Nc1ccc(C(=O)CN2C(=O)NC3(CCOc4ccccc43)C2=O)cc1 (stereo not drawn)
→ -3 | 0.4 | 0.8
> O=C(CCNS(=O)(=O)c1ccc(F)c(Cl)c1)NCc1ccccc1F
→ -1 | 0.3 | 1.7
> CC(=O)c1c(OC(=O)c2ccccc2)ccnc1C(F)(F)F
→ -3 | 0.2 | 0.9
> CC1CCCCC1NC(=O)CCCN1C(=O)c2ccccc2C1=O (stereo not drawn)
→ -7 | 1.4 | 1.1

Entries of single compounds, quoted from the list. Screens in order: GalR3 antagonist	V1R ag counter	OXTR ag
Entry for `Cc1ccc(NC(=O)COC(=O)Cn2c(C)csc2=O)c([N+](=O)[O-])c1` : 0	0.9	1.1
Entry for `O=C(NCC(=O)N1CC=C(c2ccccc2)CC1)c1ccc(F)cc1` : -4	1.9	0.7

Continued.
Fields – GalR3 antagonist | V1R ag counter | OXTR ag
> C[C@@H]1O[C@@H](Oc2c(-c3ccc(O)c(O)c3)oc3cc(O)cc(O)c3c2=O)[C@H](O)[C@H](O)[C@H]1O
→ -4 | 0.7 | 0.3
> O=C(CCc1nc2ccccc2c(=O)[nH]1)Nc1nnc(SCc2ccccc2F)s1
→ -3 | 1.1 | 1.7
> CC(OC(=O)CCN=C1NS(=O)(=O)c2ccccc21)C(=O)Nc1ccc(F)c(F)c1F (stereo not drawn)
→ -5 | -0.8 | 0.1
> CC(C)CC1Nc2ncnc(N3CCN(c4ccccc4)CC3)c2N(Cc2ccc(Br)cc2)C1=O (stereo not drawn)
→ -4 | -0.9 | -1.3
> O=C(OCCc1cc2ccccc2c(=O)o1)c1ccc2c(c1)OCO2
→ -2 | 2.9 | 2.5
> O=C(N[C@@H](Cc1ccccc1)C(=O)CCl)OCc1ccccc1
→ -4 | 0.3 | -0.8
> O=C(C1COc2ccccc2O1)N1CCN(c2nc3c(F)cc(F)cc3s2)CC1 (stereo not drawn)
→ -2 | 4.5 | 0.6
> COc1ccc(Cc2nnc(SC(C)C(=O)Nc3ccc(F)cc3Cl)o2)cc1 (stereo not drawn)
→ 4 | -0.7 | -1.1
> CCOc1ccc(S(=O)(=O)N2CCOCC2)cc1NC(=O)C1CSC2(C)CCC(=O)N12 (stereo not drawn)
→ -6 | 0.2 | 1.0
> O=S(=O)(NCC(c1ccc2c(c1)OCO2)N1CCOCC1)c1ccc(Cl)cc1 (stereo not drawn)
→ -5 | 0.0 | -1.1
> Cc1ccc(S(=O)(=O)N2CCN(C(=O)COC(=O)c3ccccn3)CC2)c(C)c1
→ 4 | 0.3 | -1.1
> Cc1ccc(-c2cn(CCN)c(-c3ccncc3)n2)cc1
→ -6 | -1.2 | -0.3
> CCCc1cc(=O)[nH]c(SCC(=O)Nc2cccc(S(=O)(=O)N3CCCCC3)c2)n1
→ -1 | 0.4 | -1.7
> CC(=O)O[C@H]1CC(=O)OC(C)(C)C2CC(=O)[C@]3(C)C(CC[C@@](C)([C@@H](O[C@@H]4O[C@H](CO)[C@@H](O)[C@H](O)[C@H]4O)c4ccoc4)[C@@]34O[C@@H]4C(=O)O)[C@]21C (stereo partly drawn)
→ -6 | 0.4 | 0.5
> COc1cc(C(=O)NCCc2ccccc2)ccc1OCC(=O)N1CCOCC1
→ -4 | 0.6 | 2.0
> O=C(c1ccc2ccccc2c1)N1CCOCC1
→ 1 | -0.8 | 0.0
> CCN(C(=O)COC(=O)/C=C/c1cccc([N+](=O)[O-])c1)c1c(N)n(Cc2ccccc2)c(=O)[nH]c1=O
→ -7 | 0.2 | -0.8
> CC(Sc1nnnn1C1CCCC1)C(=O)Nc1cccc(S(=O)(=O)N2CCOCC2)c1 (stereo not drawn)
→ -5 | 1.8 | -0.3
> CC(=O)Nc1ccc(S(=O)(=O)NC(C)C(=O)NCC(c2ccco2)N2CCCCC2)cc1 (stereo not drawn)
→ 0 | -0.2 | 0.0
> CSc1ccc(S(=O)(=O)NCC(=O)OCC(=O)N(Cc2ccccc2)C(C)C)cc1[N+](=O)[O-]
→ -4 | 6.3 | 4.7
> Cc1ccsc1C(=O)OCC(=O)N1CC(C)CC(C)C1 (stereo not drawn)
→ -7 | -0.2 | 0.7
> Cc1noc(C)c1-c1csc(N2CCC(C(N)=O)CC2)n1
→ -5 | -0.2 | -1.5
> O=C(c1ccccc1Cc1ccccc1)N1CCN(S(=O)(=O)c2ccc(F)cc2)CC1
→ -4 | -0.6 | -2.0
